RNase H inhibition: RNase H inhibition, HIV 1 Gag Pol polyprotein, FRET biochemical assay, screening (AID 372); inhibition, % at 10 µM, or IC50 in µM where a hit was titrated; HIV-1 RT RNase H, FRET RNA/DNA substrate fluorescence; higher % means a stronger effect; hit rate 0.77% among 100,000; in the data active means inhibition above about 50%
* = called active by the depositor.

A first look:
SMILES	RNase H inhibition
COc1cccc(NC(=O)CSC(N)=O)c1	11.0%
O=C(/C=N\O)NCCCNCc1ccccc1	4.0%
C=CCn1c(O)c(C=Nc2ccccc2C(=O)OC)c(=O)[nH]c1=S	0.0%
Cc1cc(/C=C(\C#N)C(=O)Nc2ccccc2)c(C)n1-c1ccc2ccccc2c1	17.0%
O=C(O)C1C2C=CC(O2)C1C(=O)NCc1ccc(Cl)c(Cl)c1 (stereo not given)	4.0%

Results, from the start:
SMILES	RNase H inhibition
COc1cccc(NC(=O)CSC(N)=O)c1	11.0%
O=C(/C=N\O)NCCCNCc1ccccc1	4.0%
C=CCn1c(O)c(C=Nc2ccccc2C(=O)OC)c(=O)[nH]c1=S	0.0%
Cc1cc(/C=C(\C#N)C(=O)Nc2ccccc2)c(C)n1-c1ccc2ccccc2c1	17.0%
O=C(O)C1C2C=CC(O2)C1C(=O)NCc1ccc(Cl)c(Cl)c1 (stereo not given)	4.0%
COCC(=O)N/N=C/c1ccc(Sc2ccccn2)o1	3.0%
COc1cc(/C=N/O)ccc1Oc1ccc([N+](=O)[O-])cn1	3.0%
CCOc1cc(/C=N/Nc2nc(Nc3cccc(C)c3C)nc(N3CCC(C)CC3)n2)ccc1OCc1ccccc1F	17.0%
CC(=O)Nc1nonc1-c1nc2ccccc2n1Cc1ccc([N+](=O)[O-])cc1	19.0%
CC(C)c1nc2ccccc2n1CC(=O)N(c1ccccc1)C(C)C	18.0%
Cc1cccc(C(=O)N2CCN(C(=O)c3cccc(C)c3)C(C)C2)c1 (stereo not given)	7.0%
CCOC(=O)C1=C(C)N=c2s/c(=C\c3cc(Br)cc(Br)c3OC)c(=O)n2C1c1ccccc1 (stereo not given)	4.0%
COC(=O)C1=CN(Cc2ccc(C)cc2)C=C(C(=O)OC)C1c1ccc(F)c(F)c1	20.0%
CCOC(=O)C1=C(C)N=c2s/c(=C/c3ccc(-c4ccc(Cl)cc4Cl)o3)c(=O)n2C1c1ccccc1OC (stereo not given)	0.0%
CCCCOc1ccc(C(=O)NC(=S)Nc2ccccc2C(F)(F)F)cc1	12.0%
O=[N+]([O-])c1ccc(COc2ccccc2/C=N/Nc2nc3ccccc3s2)cc1	39.0%
O=C(Nc1ccccc1)c1ccc(NC(=O)c2ccc([N+](=O)[O-])cc2)cc1	16.0%
CC(C(=O)Nc1ccc(-c2nc3ccccc3s2)c(O)c1)(c1ccccc1)c1ccccc1	20.0%
C=CCOc1c(Cl)cc(/C=C2/C(=O)NN(c3cccc(Br)c3)C2=O)cc1OC	19.0%
O=c1[nH]c2ccc([N+](=O)[O-])cc2nc1/C=C(\O)c1ccc(F)cc1	0.0%
O=C1C(=O)N(c2ccccn2)C(c2ccccc2)/C1=C(/O)c1ccccc1 (stereo not given)	8.0%
O=C(/C=C/Nc1ccc(I)cc1)c1ccccc1	14.0%
COc1ccc(S(=O)(=O)N(C)C2CCCCC2)cc1	5.0%
CCc1ccc(-c2nc3cc(NS(=O)(=O)c4ccccc4)ccc3o2)cc1	14.0%
C/C(=N\NC(=O)CNC(=O)C(c1ccccc1)c1ccccc1)c1ccccc1	14.0%
Cc1ccc(OCCSc2nc3ccccc3o2)cc1C	11.0%
C=CCN1C(=O)/C(=C/c2cc(Br)c(O)c(Br)c2)SC1=S	11.0%
CCC(=O)c1ccccc1NC(=O)c1ccccc1Br	39.0%
O=C(OC1CCCCC1)C(C(=O)OC1CCCCC1)c1nc2ccccc2s1	0.0%
COC(=O)CN(c1cc(Cl)ccc1C)S(C)(=O)=O	10.0%

Laid out differently: results already given.
SMILES | RNase H inhibition
O=C(/C=C/Nc1ccc(I)cc1)c1ccccc1 | 14.0%
COc1ccc(S(=O)(=O)N(C)C2CCCCC2)cc1 | 5.0%
CCc1ccc(-c2nc3cc(NS(=O)(=O)c4ccccc4)ccc3o2)cc1 | 14.0%
C/C(=N\NC(=O)CNC(=O)C(c1ccccc1)c1ccccc1)c1ccccc1 | 14.0%
Cc1ccc(OCCSc2nc3ccccc3o2)cc1C | 11.0%
C=CCN1C(=O)/C(=C/c2cc(Br)c(O)c(Br)c2)SC1=S | 11.0%

Additional entries follow:
SMILES	RNase H inhibition
CCOC(=O)C1=C(c2ccccc2)N=c2s/c(=C\c3cccnc3)c(=O)n2C1c1ccc2c(c1)OCO2 (stereo not given)	11.0%
COc1ccc(/C=N/NC(=O)C(=O)Nc2ccc(Br)cc2)cc1	0.0%
COc1ccccc1N1CCN(/N=C/c2cccc(C)c2)CC1	5.0%
NS(=O)(=O)c1ccc(N=Cc2ccc(Cl)cc2Cl)cc1	0.0%
COc1ccccc1C(=O)N/C(=C/c1ccccc1)C(=O)N1CCOCC1	8.0%
COc1cccc(N=Cc2cc(Cl)cc(Cl)c2O)c1	10.0%
COc1ccc(-c2nc3ccccc3o2)cc1OC	0.0%
Cc1cccc(N2C(=O)CC(N3CCN(c4ccccn4)CC3)C2=O)c1 (stereo not given)	3.0%
COc1nccc(Nc2ccccc2)c1C#N	9.0%
CC(=O)Cn1c2ccccc2n2nc(C)c(=O)nc12	0.0%
COc1ccc(Cl)cc1NC(=O)c1cccnc1	0.0%
CC1CCN(CC(=O)Nc2ccc([N+](=O)[O-])cc2Cl)CC1	13.0%
C=CCN1C(=O)/C(=C\c2c(OCC)ccc3ccccc23)SC1=S	26.0%
CCN1C(=O)/C(=C\c2cc(I)c(OCc3ccccc3Cl)c(OC)c2)SC1=S	12.0%
COc1ccccc1/C=N/NC(=O)COc1ccccc1OC	4.0%
CC(C)C(=O)Nc1ccc(-c2nc3cc(Cl)cc(Cl)c3o2)cc1	8.0%
CCc1nnc(NS(=O)(=O)c2ccc(NS(=O)(=O)c3ccc4c(c3)C(=O)c3ccccc3-4)cc2)s1	4.0%
CC1=Nc2ccccc2/C1=C\c1sc(=S)n(-c2cccc(F)c2)c1O	11.0%
Cc1ccc(NC(=O)c2cccc([N+](=O)[O-])c2C)c(C)c1	15.0%
O=C1CSC(=Nc2ccccc2Cl)N1	0.0%
Cc1c(N2C(=O)/C(=C\c3cccnc3)SC2=S)c(=O)n(-c2ccccc2)n1C	15.0%
CC(=O)Nc1ccc(Nc2ccc(C(F)(F)F)cc2[N+](=O)[O-])cc1	7.0%
CC(=O)N(c1ccccc1)C1SC(=O)N(c2ccccc2)C1=O (stereo not given)	0.0%
CC(C)(C)c1ccc(OCC(=O)Nc2ccccc2[N+](=O)[O-])cc1	8.0%
O=[N+]([O-])c1ccccc1C=Nc1cccc2ccccc12	6.0%
Cc1ccc(NC(=O)C(=O)Cc2ccc([N+](=O)[O-])cc2)c(C)c1	0.0%
CC(=O)C(=Cc1cc(C(C)(C)C)c(O)c(C(C)(C)C)c1)C(C)=O	19.0%
CCO/C(C)=C\c1oc2ccc(-c3ccccc3)cc2[n+]1CCCS(=O)(=O)[O-]	0.0%
Cc1sc(NC(=O)C2CC=CCC2C(=O)O)c(C#N)c1C (stereo not given)	0.0%
O=C1C2C(C(=O)N1Cc1ccccc1)C1(c3ccccc3)C(=O)C2(c2ccccc2)C(c2ccccc2)=C1c1ccccc1 (stereo not given)	13.0%
O=C(NC(=S)Nc1ccc(N2CCOCC2)c(Cl)c1)c1cccc(Br)c1	22.0%
O=C1N=c2ccc(Cl)cc2=C1c1sc(=O)n(-c2ccccc2)c1O	42.0%
CCOC(=O)C1=C(N)Oc2ccc3ccccc3c2C1c1ccc2c(c1)OCO2 (stereo not given)	0.0%
COc1ccc(NC(=O)/C(C#N)=C/c2cccc(O)c2)cc1	12.0%
COc1ccccc1-c1coc2cc(OC(=O)c3ccc(Cl)cc3)ccc2c1=O	16.0%
CCOC(=O)c1c(NC(=O)c2ccc(OCC(C)C)cc2)sc2c1CC(C)(C)OC2	0.0%
O=S(=O)(c1cc(Cl)ccc1Br)N1CCCCC1	12.0%
COc1ccc(N2C(=O)/C(=C/c3ccc(-c4ccc([N+](=O)[O-])cc4Cl)o3)SC2=S)cc1	18.0%
NC(=O)c1c(N)sc2c1CCCCC2	2µM*
C/C(CC(=O)NCc1ccco1)=N\NC(=O)Cc1cccs1	8.0%
c1ccc(OCCCN2CCCCC2)cc1	0.0%
CCOc1cc(/C=C2/SC(=S)NC2=O)cc(Cl)c1OCc1ccc(Cl)cc1Cl	26.0%
COc1cc2c(C(=O)c3ccccc3)c(/C=C/N(C)C)oc2c2ccccc12	19.0%
O=C(Nc1ccc(-c2ccc(Cl)cc2)cc1)c1sc2ccccc2c1Cl	39.0%
Nc1c([N+](=O)[O-])c(Nc2ccc(Br)cc2)nc(Nc2ccc(Br)cc2)c1[N+](=O)[O-]	5.0%
Cc1cc2ncn(CC(O)COCc3ccccc3)c2cc1C (stereo not given)	25.0%
CCc1ccc(-n2c(C)cc(/C=C3/NC(=S)NC3=O)c2C)cc1	9.0%
O=C(Cc1ccc(Cl)cc1)Nc1ccc2c(c1)OCCO2	7.0%
Nc1nnc(CC(=O)NCc2ccccc2)s1	1.0%
O=c1oc(COc2ccccc2Cl)nc2ccccc12	2.0%
Carrying on.
SMILES	RNase H inhibition
COc1ccc(C(O)c2nccn2C)cc1 (stereo not given)	7.0%
COC(=O)C1=NN(C(=O)c2ccc(Cl)cc2)C(O)(C(C)(C)C)C1 (stereo not given)	3.0%
CC1(C)CCCC2=C1CC1C(=O)N(c3ccccc3)C(=O)C1C2 (stereo not given)	9.0%
COc1ccc(C(=O)c2c(C)oc3c2cc(O)c2ccccc23)cc1	22.0%
O=c1c2c(nc3n1CC(O)CS3)-c1ccccc1CC21CCCCC1 (stereo not given)	6.0%
COc1ccc(-c2nc3cc(NC(=O)C(Cl)(Cl)Cl)ccc3o2)cc1Br	23.0%
COc1cc(/C=N/NC(=O)Cc2n[nH]c(=O)[nH]c2=O)cc(Br)c1O	3.0%
Cc1ccc(N(Cc2ccc(C(=O)NCc3ccccn3)cc2)S(C)(=O)=O)cc1C	12.0%
C=CCOc1ccc(/C=C2\C(=O)NC(=O)N(c3ccccc3)C2=O)cc1Br	11.0%
Cc1ccc(NC(=O)COc2ccc(Cl)c(C)c2)c([N+](=O)[O-])c1	10.0%
COc1cccc(OCc2nc(-c3ccccn3)no2)c1	1.0%
Cc1nn(CC(=O)Nc2sc3c(c2C#N)CCCC3)c(C)c1[N+](=O)[O-]	8.0%
CC1=C(C(=O)OC(C)C)C(c2ccccc2OC(C)C)C2=C(CCCC2=O)N1 (stereo not given)	4.0%
CCOc1cc(/C=C(\C#N)C(=O)Nc2ccccc2F)cc(Br)c1OCC(N)=O	10.0%
O=c1[nH]c(/C=C/c2ccccc2[N+](=O)[O-])nc2ccccc12	12.0%
CN(C)c1ccc(/C=C2\C(=O)c3cccc([N+](=O)[O-])c3C2=O)cc1	25.0%
O=[N+]([O-])c1cccc(NS(=O)(=O)/C=C/c2ccccc2)c1	31.0%
Cc1cc(C)cc(OCCOc2cccc(/C=C3\SC(=S)NC3=O)c2)c1	45.0%
CCc1ccc(-c2cc(C(=O)N3CCN(C)CC3)c3ccccc3n2)cc1	4.0%
CC(=O)/C=C/c1oc2ccc([N+](=O)[O-])cc2c1-c1ccc(C)o1	32.0%
CCOc1ccccc1OCCCOc1ccc(C)cc1[N+](=O)[O-]	18.0%
CC(C(=O)O)N1C(=O)/C(=C/c2cccc(Br)c2)SC1=S (stereo not given)	1.0%
CCN(CC)c1ccc(C=Nc2ccc(O)cc2C)c(O)c1	3.0%
Oc1ccccc1N=Cc1sc2ccccc2c1O	20.0%
O=C(NN=C1CCCCC1)c1ccc(Br)cc1	1.0%
CC1=C(C(=O)OCC(C)C)C(c2ccc(Cl)cc2)NC(=O)N1 (stereo not given)	6.0%
CN(C)c1ccc(C(=O)c2ccc(O)c([N+](=O)[O-])c2)cc1[N+](=O)[O-]	4.0%
COc1cc(/C=N/N2C(=O)c3ccc4c5c(ccc(c35)C2=O)CC4)ccc1O	0.0%
CCn1c(=O)c(C(=O)Nc2ccccn2)c(O)c2ccccc21	15.0%
CCC(C)C(NC(C)=O)C(=O)NC(=O)NC(c1ccccc1)c1ccccc1 (stereo not given)	18.0%
O=C(O)c1ccc(S(=O)(=O)NCC2CCCO2)cc1 (stereo not given)	3.0%
O=C(Nc1ccc(Cl)cc1)O/N=C\c1ccccc1Cl	22.0%
CCCCOc1ccc(S(=O)(=O)n2ccnc2C(C)C)cc1	7.0%
COc1cccc(OCCOc2ccc(C(C)(C)C)cc2Cl)c1	18.0%
CN1C(=O)/C(=C/c2c(Cl)cccc2Cl)SC1=S	28.0%
NC1=NC(=O)/C(=C/c2cccc(OS(=O)(=O)c3cccc([N+](=O)[O-])c3)c2)S1	3.0%
O=C(O)c1ccccc1S(=O)CCO (stereo not given)	10.0%
Cc1cc(C)cc(OCCOc2ccccc2/C=C2\SC(=S)NC2=O)c1	37.0%
N#C/C(=C\c1ccc(OC(=O)c2ccco2)cc1)C(=O)Nc1ccccc1Br	50.0%*
COc1ccccc1C(CCN)C1CCOC(C)(C)C1 (stereo not given)	11.0%

Another view of some results above:
O=C(O)c1ccccc1S(=O)CCO (stereo not given)
  RNase H inhibition: 10.0%
Cc1cc(C)cc(OCCOc2ccccc2/C=C2\SC(=S)NC2=O)c1
  RNase H inhibition: 37.0%

The list goes on.
SMILES	RNase H inhibition
C=CCOc1c(Br)cc(/C=c2\sc3n(c2=O)C(c2ccc(Cl)cc2)C(C(=O)OCC)=C(C)N=3)cc1Br (stereo not given)	21.0%
CC(=O)c1cccc(NC(=O)c2ccc(C(=O)Nc3cccc(C(C)=O)c3)cc2)c1	1.0%
O=C(c1ccc(C#Cc2ccccc2)cc1)N1CCN(C(=O)c2ccc(C#Cc3ccccc3)cc2)CC1	1.0%
O=C1C=Cc2ccccc2/C1=N/Oc1ccc2noc3c2c1C(=O)c1ccccc1-3	10.0%
CCOc1ccc(/C=c2\sc3n(c2=O)CN(c2ccc([N+](=O)[O-])cc2)CN=3)cc1	47.0%
N#Cc1ccc(/C=C2/SC(=S)N(CC(=O)O)C2=O)cc1	12.0%
O=C(Cn1cc(/C=C2\NC(=S)NC2=O)c2ccccc21)Nc1ccccc1	5.0%
CC1=C(C(=O)OCC2CCCO2)C(c2cccnc2)C2=C(CC(C)(C)CC2=O)N1 (stereo not given)	8.0%
Cc1ccc(C)c(N2CC(C(=O)Nc3ccc([N+](=O)[O-])cc3)CC2=O)c1 (stereo not given)	11.0%
S=C(Nc1ccccc1)Nc1ccc(Br)cn1	6.0%
COc1ccc(NC(=S)NC(=O)c2cccc(Cl)c2)cc1	28.0%
O=[N+]([O-])c1cccc(N=Cc2cccs2)c1	0.0%

Screening data as filed in PubChem BioAssay.

These rows are one share of the data; count on the stated rates, not on these rows.
